Screens from PubChem.
PREPL inh: inhibits the human prolyl oligopeptidase-like enzyme; Q4J6C6; 320,000 tested, 0.68% active; AID 2751; inhibition, % at 5.96 µM; recombinant PREPL, fluorescence polarization activity-based probe; in the data active means inhibition above about 43%;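 further: 0% = enzyme with DMSO and 100% = wells lacking enzyme; many of its hits are not listed in these tables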
ZTA DNA inh: ZTA (EBV) inhibition in EBNA-1 counter-screen; inhibition, % at 11 µM; P03206; ZTA-DNA binding, fluorescence polarization; 320,000 tested, 0.15% active; in the data active means inhibition above about 33%
Target sequence (P03206 whole entry, looked up): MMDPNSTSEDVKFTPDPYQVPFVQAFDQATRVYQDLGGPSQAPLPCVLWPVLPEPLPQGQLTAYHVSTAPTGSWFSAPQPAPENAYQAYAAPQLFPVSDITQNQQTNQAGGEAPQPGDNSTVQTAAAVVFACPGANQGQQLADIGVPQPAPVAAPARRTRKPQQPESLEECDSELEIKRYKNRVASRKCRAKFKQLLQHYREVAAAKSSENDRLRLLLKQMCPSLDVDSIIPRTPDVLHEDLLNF
EBNA-1 inhibitor: blocks EBNA-1 binding to DNA | EBNA-1 DNA binding, fluorescence polarization | inhibition, % at 14.8 µM | 300,000 tested, 0.34% active; in the data active means inhibition above about 28%
PAFAH2 inh: inhibitors of human PAFAH2; 340,000 tested, 0.99% active; inhibition, % at 3.39 µM; recombinant PAFAH2, FP-rhodamine activity probe, fluorescence polarization; AID 492956;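 active means inhibition above the mean over all tested compounds plus 3 SD, cut at about 30% in these data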;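 further: inhibitors block probe labeling of enzyme so polarization drops; 0% = enzyme with DMSO and 100% = wells lacking PAFAH2 protein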
PAFAH1B2 inh: PAFAH1B2 (human) inhibition; recombinant PAFAH1B2, FP-rhodamine activity probe, fluorescence polarization; inhibition, % at 3.39 µM; 340,000 tested, 1.2% active; AID 492953;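 active means inhibition above the mean of all tested compounds plus 3 SD, cut at about 24% in these data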;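 further: 0% = enzyme with DMSO and 100% = wells lacking PAFAH1B2; many of its hits are not listed in these tables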
LYPLA2 inh: counter-screen for PME1 inhibitors: inhibitors of human LYPLA2. O95372. recombinant LYPLA2, FP-Rh probe fluorescence polarization. inhibition, % at 5.9 µM. 320,000 tested, 0.38% active. AID 2177;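 active means inhibition above the screen-wide mean plus 3 SD, limit set per campaign, cut at about 26% in these data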;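 further: 0% = LYPLA2 with DMSO and 100% = wells lacking LYPLA2 enzyme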
Target sequence (O95372 whole entry, looked up): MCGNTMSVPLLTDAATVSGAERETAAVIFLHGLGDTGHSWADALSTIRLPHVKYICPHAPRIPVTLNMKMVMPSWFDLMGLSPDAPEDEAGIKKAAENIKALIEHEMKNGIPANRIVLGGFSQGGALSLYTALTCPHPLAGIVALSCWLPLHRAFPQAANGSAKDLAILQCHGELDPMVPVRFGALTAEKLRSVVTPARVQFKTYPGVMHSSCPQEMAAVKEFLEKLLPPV
pPAFAH inh: pPAFAH (human) enzyme inhibition | 330,000 tested, 1.5% active | recombinant pPAFAH, FP-rhodamine probe fluorescence polarization | Q13093 | inhibition, % at 3.39 µM;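 active means inhibition above the mean inhibition across the screen plus 3 SD, cut at about 25% in these data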;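 further: inhibitors block binding of the rhodamine activity-based probe so polarization drops; 0% = enzyme with DMSO and 100% = wells lacking pPAFAH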
PAFAH1B3 inh: inhibitors of human PAFAH1B3. Q15102. recombinant PAFAH1B3, FP-rhodamine probe, fluorescence polarization. inhibition, % at 3.39 µM. 340,000 tested, 0.28% active;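 active means inhibition above the screen-wide average of all tested compounds plus 3 SD, cut at about 25% in these data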;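 further: 0% = enzyme with DMSO only and 100% = wells lacking PAFAH1B3 protein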
Target sequence (Q15102 whole entry, looked up): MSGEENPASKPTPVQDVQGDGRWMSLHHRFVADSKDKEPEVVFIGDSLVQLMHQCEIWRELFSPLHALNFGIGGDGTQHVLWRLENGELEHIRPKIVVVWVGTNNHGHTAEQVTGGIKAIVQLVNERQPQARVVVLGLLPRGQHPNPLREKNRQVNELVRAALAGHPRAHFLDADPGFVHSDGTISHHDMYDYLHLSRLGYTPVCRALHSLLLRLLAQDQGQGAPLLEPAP
LYPLA1 counter: LYPLA1 (human) inhibition in PME1 counter-screen; AID 2174; inhibition, % at 5.9 µM; 320,000 tested, 0.16% active; O75608; recombinant LYPLA1, FP-Rh probe fluorescence polarization;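 active means inhibition above the mean of all tested compounds plus 3 SD, set per campaign, cut at about 14% in these data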;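 further: inhibitors block serine hydrolase probe labeling of LYPLA1 so polarization falls; 0% = enzyme with DMSO and 100% = wells lacking LYPLA1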
Target sequence (O75608 whole entry, looked up): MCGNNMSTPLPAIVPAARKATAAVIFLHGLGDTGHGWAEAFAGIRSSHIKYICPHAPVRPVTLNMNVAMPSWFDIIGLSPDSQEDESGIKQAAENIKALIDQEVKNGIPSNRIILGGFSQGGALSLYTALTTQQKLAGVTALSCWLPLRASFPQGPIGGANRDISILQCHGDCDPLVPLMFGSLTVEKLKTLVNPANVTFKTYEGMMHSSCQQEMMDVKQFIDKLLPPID
Starred values were filed as active, the others as inactive; / = not tested or not shown. These rows are one share of the data; the hit share may differ from the screen's.

Every second line gives: PREPL inh	ZTA DNA inh	EBNA-1 inhibitor	PAFAH2 inh	PAFAH1B2 inh	LYPLA2 inh	pPAFAH inh	PAFAH1B3 inh	LYPLA1 counter
> COC(=O)C(NS(=O)(=O)c1ccc(NC(C)=O)cc1)C(C)C (stereo not given)
→ 0	1	-4	14	1	-4	-2	-2	0
> CCOC(=O)Cn1nc(C)c2c1CCCC2=O
→ 18	-25	-8	3	-3	5	4	4	10
> Cc1c(O)c(CN2CCCC2)cc2c3c(c(=O)oc12)CCC3
→ 13	-2	-20	8	4	1	-1	-2	0
> O=C(Nc1cnc2ccccc2c1)N1CCCCC1
→ 15	-12	-2	4	0	6	1	-5	5
> O=C(Nc1cccc(Cl)c1)Nc1c[nH]c(=O)[nH]c1=O
→ 13	5	-2	-6	-1	0	-3	7	3
> CN(Cc1ccccc1)C(=O)Cc1ccccc1
→ 4	-1	0	-9	5	-3	1	1	1
> CCC(=O)/C=C1\Sc2ccc(OC)cc2N1CC
→ 18	-10	10	5	0	5	4	4	5
> O=C(CCNC(=O)N1CCn2c1nc1ccccc12)NCc1ccccc1Cl
→ 2	-1	-3	6	2	-1	3	-6	0
> Cc1ccc(/C=C/C(=O)c2ccc([N+](=O)[O-])o2)cc1
→ 7	-7	16	/	/	-1	11	/	-4
> COCCCNC(=O)CN(c1ccc(Cl)c(Cl)c1)S(C)(=O)=O
→ -2	5	15	6	4	3	1	3	0
> COc1ccccc1NC(=O)COC(=O)/C=C/c1ccc2c(c1)OCO2
→ 16	-15	-11	30	6	6	1	3	-2
> CC(=O)c1cccc(NC(=O)CSc2ncc(C(=O)Nc3ccccc3)c(=O)n2C)c1
→ 8	14	-11	4	3	2	31*	7	0
> COc1ccccc1NC(=O)Cn1nc(Cc2cccnc2)c2ccccc2c1=O
→ 15	11	-1	4	5	5	-7	3	-1
> Cc1noc(NS(=O)(=O)c2ccc(NC(=O)c3ccc(OC(C)C)cc3)cc2)c1C
→ -3	9	0	9	6	-9	0	9	-3
> CCOc1ccc(N(CC(=O)Nc2c(C)cccc2C)S(=O)(=O)c2c(C)[nH]c(=O)[nH]c2=O)cc1
→ 4	1	-1	-9	3	2	-1	4	-2
> CCOCCCNC(=O)C(NC(=O)Cc1cccs1)c1ccc(OC)cc1 (stereo not given)
→ -3	3	-9	-7	1	-9	-5	2	-5
> Cn1ccnc1C(O)c1cc(C(C)(C)C)c(O)c(C(C)(C)C)c1 (stereo not given)
→ -10	7	2	-2	-2	5	0	11	2
> COc1cccc([C@@H]2CC=C(C(=O)O)[C@H](c3ccc(C)cc3)N2S(=O)(=O)c2ccc(C)cc2)c1
→ 18	/	/	-9	27*	/	3	4	/
> Cc1cc(/C=C2\C(=N)N3N=C(C(C)C)SC3=NC2=O)c(C)n1-c1ccccc1
→ -3	-17	-10	4	4	-7	4	6	-6
> COc1ccccc1C(=O)CSc1ccccn1
→ -3	8	7	11	3	-3	1	3	-2
> CCOc1ccc(/C=C2\SC(N3CCc4ccccc4C3)=NC2=O)cc1
→ -28	-3	-2	-8	-4	-4	1	-2	-7
> COc1cccc(C(=O)Nc2c3c(nn2-c2ccccc2C)CS(=O)C3)c1OC (stereo not given)
→ 2	-4	-11	4	1	-5	6	4	-4
> CCOC(=O)c1cccc(NC(=O)C2(S(=O)(=O)c3ccc(C)cc3)CC2)c1
→ 12	-14	-1	6	3	9	2	3	6
> NC(=O)c1c(N)sc2c1CCCC2
→ 15	-1	-10	5	-1	-6	2	3	-3
> Cc1ccc(-n2cccc2/C=C2/NC(=O)N(CC(=O)Nc3cccc(C)c3)C2=O)cc1
→ 1	2	3	-5	2	-5	10	-7	-5
> Cc1cccc(N(C(=O)c2ccc(CN3CCOCC3)o2)C(C(=O)NC2CCCCC2)c2ccc(F)cc2)c1 (stereo not given)
→ 18	-10	1	-4	-2	-6	-8	8	-6
> CCOc1ccc(Nc2nc(C)cc(C)c2C#N)cc1
→ -6	10	10	0	-5	5	3	2	1
> O=[N+]([O-])c1ccc(OCCN2CCCCCC2)cc1
→ 17	-16	2	-3	-6	7	-1	3	-3
> COc1ccc(C(=O)N=C2SC3CS(=O)(=O)CC3N2Cc2ccc(OC)c(OC)c2)cc1 (stereo not given)
→ 11	-14	14	3	1	12	5	0	0
> COc1ccc(N(CC(=O)Nc2ccc3c(c2)OCO3)S(=O)(=O)c2ccccc2)c(OC)c1
→ -22	23	9	-9	-2	-2	1	1	-3
> O=C(C1CCCO1)N1CCN(C(=S)Nc2ccccc2C(F)(F)F)CC1 (stereo not given)
→ -4	-2	1	8	0	4	3	-1	-1
> O=C(Cn1cnc2c(NCc3ccccc3)ncnc21)NCCCN1CCCC1=O
→ /	/	/	-4	4	/	4	6	/
> CC1(C)Cc2c(cnn2-c2ccccc2)C(=O)/C1=N\NC(=O)c1ccccc1N
→ 21	-7	11	-6	-8	1	-3	10	-4
> N/N=c1\sc2ccccc2n1-c1ccccc1
→ 6	-9	3	4	-3	-9	9	0	-4
> COc1ccccc1N(C)C(=O)c1cc(S(=O)(=O)N2CCc3ccccc32)cn1C
→ 6	2	-10	-6	-1	1	-1	-3	1
> Cc1nnc(NC(=O)CSc2nccn2-c2ccc(F)cc2)s1
→ 13	-5	-5	4	8	1	-2	3	-1
> COC(c1ccccc1)c1nnc(CCC(=O)N2CCN(Cc3cccs3)CC2)o1 (stereo not given)
→ 8	-2	5	-2	8	6	4	4	3
> CC1CC1c1ccc(/C=C(\C#N)C(=O)Nc2ccc(Cl)cc2Cl)o1 (stereo not given)
→ -3	0	-6	-13	-12	-3	1	1	-6
> O=S(=O)(Cc1ccccc1)Nn1cnnc1
→ 5	8	3	-3	4	4	0	-2	2
> Cc1ccc(S(=O)(=O)Nc2ccc(NC(=O)c3ccc(F)cc3)cc2)cc1
→ 7	1	10	1	4	-4	30*	6	-1
> O=C(NC1CC1)C1CC(=O)N(c2ccccc2)C1 (stereo not given)
→ 11	3	7	-2	3	9	1	3	0
> Cc1c(NC(=O)CSc2nnnn2-c2ccc(F)cc2)c(=O)n(-c2ccccc2)n1C
→ 2	-6	-14	-1	1	-2	-5	5	4
> O=C(Nc1ccccc1)Nc1ccc(C(F)(F)F)cn1
→ 0	5	-9	-5	2	0	3	6	1
> O=C(CCCCCn1c(=S)[nH]c2ccsc2c1=O)NC1CCCCC1
→ 3	11	3	0	2	7	2	10	1
> COc1cccc(CNC(=O)Cn2ccc3cc(S(=O)(=O)N4CCCCCC4)ccc32)c1
→ 2	-5	3	0	1	2	7	4	2

Already shown: two of the compounds above.
Every second line gives: PREPL inh	ZTA DNA inh	EBNA-1 inhibitor	PAFAH2 inh	PAFAH1B2 inh	LYPLA2 inh	pPAFAH inh	PAFAH1B3 inh	LYPLA1 counter
> NC(=O)c1c(N)sc2c1CCCC2
→ 15	-1	-10	5	-1	-6	2	3	-3
> Cc1ccc(-n2cccc2/C=C2/NC(=O)N(CC(=O)Nc3cccc(C)c3)C2=O)cc1
→ 1	2	3	-5	2	-5	10	-7	-5

Next section
Every second line gives: PREPL inh	ZTA DNA inh	EBNA-1 inhibitor	PAFAH2 inh	PAFAH1B2 inh	LYPLA2 inh	pPAFAH inh	PAFAH1B3 inh	LYPLA1 counter
> O=C(Cn1c(=O)oc2cc(S(=O)(=O)N3CCCC3)ccc21)N1CCN(c2ccccc2F)CC1
→ 18	-6	-4	-2	5	1	-6	2	-1
> Cc1nnc(SCc2ccccc2)n1CC1CCCO1 (stereo not given)
→ -1	3	-15	-7	3	-4	-4	-3	-3
> CC(C)N(Cc1nc(-c2ccc(Cl)cc2)no1)C(=O)/C=C/c1ccccc1
→ -36	1	0	-2	-4	2	10	2	-8
> CS(=O)(=O)Nc1nnc(C2CCCC2)s1
→ 10	-6	4	3	5	-1	-5	5	0
> Cn1c(C(=O)OC(C(=O)NC2CCCCC2)c2ccncc2)cc2sccc21 (stereo not given)
→ 5	-13	-9	5	-4	11	5	-3	2
> COCCCN(Cc1ccco1)C(=O)Cn1ncc2c([nH]c3ccccc32)c1=O
→ 1	18	-1	0	5	0	2	2	1
> O=C(NCc1ccccc1)c1ccc2c(c1)C(=O)N(CC1CCCO1)C2=O (stereo not given)
→ 7	-14	-8	-5	4	1	-1	5	1
> O=C1N[C@@H](Cc2ccccc2)C(=O)N2[C@@H]3N(S(=O)(=O)c4ccc(F)cc4)c4ccccc4[C@]3(Br)C[C@@H]12
→ -2	15	5	3	-7	-8	1	7	-5
> COC(=O)c1ccccc1NC(=O)COC(=O)CSc1nnc(N)s1
→ 6	18	3	9	0	-2	8	-2	-3
> C=CCn1c(SCn2nnc3ccccc3c2=O)nc2scc(-c3cccs3)c2c1=O
→ -5	2	6	3	-5	-1	3	-1	-2
> COC(=O)C1=CNC=C(C(=O)OC)C1c1ccccc1Cl
→ -2	11	7	5	5	-11	-11	1	-2
> Cc1cccc(C(=O)NCC(=O)NCC2COc3ccccc3O2)c1 (stereo not given)
→ -3	-5	4	8	1	-1	4	0	-1
> O=C(Nc1ccc(F)cc1F)C1CCCN1S(=O)(=O)c1ccc(-c2ccc(=O)[nH]n2)s1 (stereo not given)
→ -6	10	1	4	5	-10	3	-4	-10
> CC1(C)CCC(C)(C)NC(=S)N1
→ 4	-17	-8	-6	5	-1	4	0	-3
> COc1ccc(CCn2c(-c3ccco3)nc3nc4ccccc4nc32)cc1
→ 8	-3	0	6	-3	-3	4	5	-7
> Cc1ccccc1C(=O)NNC(=O)c1cc(S(=O)(=O)N2CCOCC2)ccc1C
→ -2	-3	/	12	2	1	1	9	-1
> COc1ccccc1C(=O)NNC(=O)c1ccc2ccccc2c1
→ 0	-3	7	1	2	2	2	11	1
> Cc1ccc(CSc2nc(-c3ccccc3)c(C#N)c(=O)[nH]2)cc1
→ 0	23	-3	-13	24*	-3	10	12	-2
> CSc1nc(N)nc(SCC(=O)Nc2cccc(F)c2)c1C#N
→ -11	14	9	-6	1	1	-9	-2	-20
> O=C(COc1ccccc1[N+](=O)[O-])Nc1cc(Cl)ccc1C(=O)O
→ -2	-4	-12	14	3	9	-1	3	1
> COc1ccc(N2CCN(C(=O)COC(=O)CNC(=O)c3ccc(C)cc3)CC2)cc1
→ 10	-5	-2	-4	0	0	2	2	-2
> CCn1nnc2sc3c(c2c1=O)CCC(C)C3 (stereo not given)
→ -4	9	11	3	0	6	3	5	0
> C/C(=N\NC(=O)C1CC1)c1ccc(Cl)cc1
→ 11	-11	-5	7	-2	3	0	4	0
> Cn1c(=O)c2c(nc(NCCCN3CCOCC3)n2Cc2cccc(Cl)c2)n(C)c1=O
→ 15	15	9	-2	5	2	-1	6	-1
> Cc1cccc(C)c1NC(=O)CNC(=O)Cc1c[nH]c2ccccc12
→ 18	-2	-7	2	1	3	2	-1	-5
> CCCCCCCNC(=O)C1(CC2CC(c3cccc(Br)c3)=NO2)CCN(C(=O)c2cc(OCC)c(OCC)c(OCC)c2)CC1 (stereo not given)
→ -6	-23	-5	-16	-1	-9	19	9	-2
> Cc1cccc(C)c1NC(=O)Cn1nnnc1N
→ 2	14	5	0	-1	-2	3	2	1
> COc1cccc(CNC(=O)Cc2ccc(OC)c(S(=O)(=O)N3CCOCC3)c2)c1
→ 14	-9	-13	1	-1	5	-4	8	-3
> O=C(c1ccc(Cn2cc(Br)cn2)cc1)N1CCN(c2ccccc2)CC1
→ 18	-4	4	5	-2	26	5	-2	3
> CCOc1ccc(C(=O)NC2CCN(C(=S)NCc3ccco3)CC2)cc1
→ 1	-1	-1	-2	-9	4	4	4	-3
> COc1ccc(Br)cc1CN(C)CC(=O)Nc1c(Cl)cccc1Cl
→ -10	-2	1	-7	3	-2	1	8	-1
> Cn1c(=O)n(C)c2cc([N+](=O)[O-])c(N3CCN(C(=O)c4cccc(F)c4)CC3)cc21
→ 10	14	6	5	1	11	-1	6	5
> Cc1c(NC(=O)COC(=O)CSc2ccc([N+](=O)[O-])cc2)c(=O)n(-c2ccccc2)n1C
→ 7	5	/	3	6	2	17	-3	0
